FBW7 act: activators of human E3 ligase FBW7. AlphaScreen FBW7–phospho-cyclin E peptide binding, activator screen. normalized activity (activation), % at 26.1 µM. actives 0.13% (n = 650,000). AID 1259310; in the data active means normalized activity above about 1.9%;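 further: purified mutant Fbw7 with reduced substrate affinity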
Target sequence (Q969H0 whole entry, looked up): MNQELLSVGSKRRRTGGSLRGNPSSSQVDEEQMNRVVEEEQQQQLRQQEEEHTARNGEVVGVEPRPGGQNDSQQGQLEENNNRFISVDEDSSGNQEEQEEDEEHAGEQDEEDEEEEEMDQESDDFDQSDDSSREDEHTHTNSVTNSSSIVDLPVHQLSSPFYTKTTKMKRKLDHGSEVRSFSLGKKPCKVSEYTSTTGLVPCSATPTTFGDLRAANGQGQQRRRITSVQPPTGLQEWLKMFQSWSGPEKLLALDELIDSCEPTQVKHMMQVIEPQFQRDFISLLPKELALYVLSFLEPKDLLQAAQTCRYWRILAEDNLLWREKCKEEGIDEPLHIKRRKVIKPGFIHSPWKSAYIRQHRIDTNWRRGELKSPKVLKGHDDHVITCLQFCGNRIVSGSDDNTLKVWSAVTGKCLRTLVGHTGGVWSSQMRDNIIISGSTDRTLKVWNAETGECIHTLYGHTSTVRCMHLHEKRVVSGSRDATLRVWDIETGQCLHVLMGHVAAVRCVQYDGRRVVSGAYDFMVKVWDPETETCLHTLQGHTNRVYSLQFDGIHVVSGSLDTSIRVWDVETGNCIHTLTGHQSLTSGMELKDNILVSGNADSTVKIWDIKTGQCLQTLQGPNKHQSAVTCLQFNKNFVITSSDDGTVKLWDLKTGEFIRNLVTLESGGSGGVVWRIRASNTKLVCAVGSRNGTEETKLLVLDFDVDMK
MITF primary: blocks human microphthalmia-associated transcription factor. O75030. AlphaScreen MITF homodimerization, bead proximity signal. inhibition, % at 2.6 µM. actives 0.91% (n = 650,000); in the data active means inhibition above about 50%;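 further: 0% = vehicle wells with protein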
TEAD-YAP inh: TEAD-YAP interaction inhibition. HEK-TIYL cells, TEAD-Gal4/YAP UAS-luciferase luminescence. inhibition, % at 9.12 µM. actives 1.4% (n = 640,000). AID 1259422; in the data active means inhibition above about 32%;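 further: 0% = median of test compound wells and 100% = reference inhibitor wells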
GPR151 activ: activators of human GPR151. PathHunter beta-arrestin GPR151 cells, luminescence. activation, % at 11.2 µM. actives 1% (n = 650,000). AID 1508602; in the data active means activation above about 4.9%;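 further: 0% = median of compound wells and 100% = cells with positive control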
* hit, by the source's call; nt = no result given.

Start of the data: the first five entries, ahead of the listing:
Molecule	FBW7 act	MITF primary	TEAD-YAP inh	GPR151 activ
CCOC(=O)C1=C(c2ccccc2)N=c2s/c(=C\c3ccc(N(CC)CC)cc3OC)c(=O)n2C1c1cc(C(C)C)c(OC)cc1C (stereo not given)	0.7	0.8	-1.5	-1.2
CCCOc1ccc(/C=N/Nc2cc(Cl)nc(C)n2)c(O)c1	-0.1	10.3	-3.9	0.2
O=C(Nc1ccccc1C(F)(F)F)c1ccc(Cl)cc1[N+](=O)[O-]	-0.3	6.9	8.5	0.7
CC(=O)c1ccc(NC(=O)c2cc(S(=O)(=O)N3CCCC3)c(Cl)cc2Cl)cc1	0.0	5.8	5.4	-1.3
Cc1cccc(C(=O)NN2CCOCC2)c1	0.1	6.4	4.7	-0.2

Main list (from the top)
Molecule	FBW7 act	MITF primary	TEAD-YAP inh	GPR151 activ
CCOC(=O)C1=C(c2ccccc2)N=c2s/c(=C\c3ccc(N(CC)CC)cc3OC)c(=O)n2C1c1cc(C(C)C)c(OC)cc1C (stereo not given)	0.7	0.8	-1.5	-1.2
CCCOc1ccc(/C=N/Nc2cc(Cl)nc(C)n2)c(O)c1	-0.1	10.3	-3.9	0.2
O=C(Nc1ccccc1C(F)(F)F)c1ccc(Cl)cc1[N+](=O)[O-]	-0.3	6.9	8.5	0.7
CC(=O)c1ccc(NC(=O)c2cc(S(=O)(=O)N3CCCC3)c(Cl)cc2Cl)cc1	0.0	5.8	5.4	-1.3
Cc1cccc(C(=O)NN2CCOCC2)c1	0.1	6.4	4.7	-0.2
N=c1n(Cc2ccccc2Cl)c2ccccc2n1CC(O)c1ccco1 (stereo not given)	-0.3	-7.6	6.9	1.2
O=C(CN1C(=O)c2ccccc2C1=O)Nc1cccc([N+](=O)[O-])c1	0.1	3.2	6.9	0.9
COc1ccc(C(=O)NC2CCN(CC(=O)NC(C)(C)C)CC2)cc1	0.2	18.5	-7.0	-0.6
O=C(CSc1ccsc1[N+](=O)[O-])N1CCN(c2ccccc2F)CC1	0.1	-9.1	2.1	-0.3
COc1ccc(NC(=O)C(c2ccc(OC)cc2)N(Cc2ccco2)C(=O)/C=C/c2ccc3c(c2)OCO3)cc1 (stereo not given)	-0.5	-0.8	10.0	-0.5
COc1ccc(CCN(Cc2nc3ccccc3c(=O)[nH]2)C(=O)C2CC2)cc1	-0.1	-3.4	5.2	-0.8
CCCCn1c(SCC(N)=O)nnc1-c1ccccc1	0.0	0.0	-2.6	0.1
Cc1nn(C(C)C(=O)N2CCCCCC2)c(=O)c2c1sc1ccccc12 (stereo not given)	0.1	2.8	3.3	1.4
CCc1c(C)sc(NC(=O)c2cnn3cc(Br)cnc23)c1C#N	0.0	2.1	0.0	0.4
Cc1ccc(C(=O)c2ccc(Br)cc2)cc1S(=O)(=O)NC1CCCCC1	0.4	-0.6	1.1	-0.9
CC(=O)c1sc(=Nc2ccccc2)n(Cc2ccco2)c1C	0.0	12.6	10.8	-2.8
CC1CC(C)CN(C(=O)c2cc3c(=O)n4ccccc4nc3n2C)C1 (stereo not given)	0.0	-6.6	-19.9	1.0
N#CC(C#N)=C(N=C(Nc1ccc(Cl)cc1)c1ccccc1)C(F)(F)F	-0.1	14.8	6.0	0.2
CC1CCN(S(=O)(=O)c2cccc(C(=O)OCC(=O)c3ccccc3)c2)CC1	0.2	10.0	0.8	0.3
O=C(Nc1ccc(Nc2ccccc2)cc1)c1cc(=O)c2ccccc2o1	0.0	8.1	1.0	0.2
O=C(NCCC1CCCCN1S(=O)(=O)c1cccs1)C(=O)NC1CCCC1 (stereo not given)	0.0	-12.7	-3.4	4.1
Cc1ccc(N(C(=O)c2csnn2)C(C(=O)NC2CCCCC2)c2ccncc2)cc1 (stereo not given)	-0.1	10.1	-6.8	-0.5
CCCCSc1nnc2c(n1)OC(c1cccc(OC)c1OC(C)=O)N(C(C)=O)c1ccccc1-2 (stereo not given)	-0.1	6.3	0.8	0.4
COCCCNC(=O)CCC(=O)N1CCOc2ccccc21	-0.1	0.3	3.7	0.0
COc1ccc(S(=O)(=O)NCCC(=O)O)cc1N(C)S(C)(=O)=O	0.1	3.2	-2.5	0.9
Cc1noc(C)c1-c1nc(C(=O)NCc2nc3ccccc3[nH]2)cs1	0.0	23.8	-7.0	-1.5
COC(=O)c1ccc(NC(=O)/C(=C/c2ccc(Br)cc2)NC(=O)c2ccc(C)cc2)cc1	-0.3	-4.6	-4.3	1.5
N#CC1=C(N)Oc2n[nH]c(-c3ccccc3)c2C1c1ccoc1 (stereo not given)	-0.3	-5.2	2.4	-0.5
COc1ccc(OCC(O)Cn2c(NCCCO)nc3c2c(=O)n(C)c(=O)n3C)cc1 (stereo not given)	0.1	-4.2	0.9	-0.2
COc1cc(-c2ccc3c(c2)COC2(CCN(C(=O)C(C)C)CC2)O3)cc(OC)c1OC	-0.1	-14.3	3.9	-1.3
CCCOC(=O)c1c(NC(=O)c2cc(-c3ccc(C(C)C)cc3)nc3ccccc23)sc2c1CCC2	0.3	13.0	2.5	-0.8
O=C(CCC1CCCCC1)N1CCN(c2ccc([N+](=O)[O-])cc2)CC1	-0.5	3.4	0.0	-1.8
CNc1nc(Cl)ncc1F	-0.1	-7.2	-3.8	1.1
Cc1ccc(NC(=S)N(CCCN2CCCC2)Cc2ccco2)cc1C	0.0	-10.0	-3.9	-0.8
O=C(CN1CCC(c2nc3ccccc3[nH]2)CC1)N1CCCCCC1	-0.2	-0.4	6.9	-1.7
O=C(CSc1nnc(NC(=O)c2cccs2)s1)NCc1ccco1	0.1	1.4	-12.6	1.3
CNC(=O)CSc1nnc(Cc2ccccc2)n1C	-0.1	4.8	-4.9	-0.1
Cc1cccc(C)c1NC(=O)CSCC(=O)Nc1ccc2ccccc2c1	0.1	-1.2	-15.9	-1.0
CCn1c(SCC(=O)NC(=O)c2cccn2C)nnc1-c1cccs1	0.0	-11.0	-6.9	0.1
Cc1cccc(Nc2nnc(-c3ccc(C)c(S(=O)(=O)NC(C)(C)C)c3)c3ccccc23)c1	0.1	1.1	-2.8	0.5
CCOCCOC(=O)c1ccc(NC(=O)c2c(OC)cccc2OC)cc1	-0.1	-2.0	13.7	0.2
COCCN(C(=O)Nc1cccc(C(F)(F)F)c1)C1CCN(Cc2ccncc2)CC1	0.1	9.5	0.9	0.8
CCn1c(C(=O)N2CCCC(C(=O)NCCCN3CCOCC3)C2)cc2sccc21 (stereo not given)	0.5	12.8	6.4	1.1
O=C(NCc1ccccc1)c1ccc[n+]([O-])c1	0.2	2.2	-3.8	1.9
Cc1ccc(C)c(NC(=O)Cn2c(C)c3cnn(-c4ccccc4)c(=O)c3c2C)c1	0.0	-3.0	3.3	2.8
CCOc1ccc(Nc2nc(C)c([N+](=O)[O-])c(Nc3ccc(OC)cc3)n2)cc1	-0.1	-6.1	9.7	0.2
COc1cc(/C=C2/NC(=S)NC2=O)ccc1OCc1ccc(Cl)cc1Cl	0.2	19.7	-4.3	-0.4
CN(C)c1ccccc1-c1cnc2c(Nc3ccccc3)nccn12	-0.7	11.1	-41.9	-0.8
O=[N+]([O-])c1ccc(N=Cc2cc([N+](=O)[O-])ccc2O)cc1	0.0	-2.9	-9.0	1.5
CCOC(=O)Cc1[nH]nc2c1C(c1ccc(C(C)(C)C)cc1)C(C#N)=C(N)O2 (stereo not given)	0.1	9.2	-5.3	-0.6

Continuation:
Molecule	FBW7 act	MITF primary	TEAD-YAP inh	GPR151 activ
O=C(CCSc1nnc(NC2=NS(=O)(=O)c3ccccc32)s1)Nc1ccccc1	-0.1	-11.3	-0.6	-1.7
Cc1cccc(Nc2c(-c3ccc4c(c3)OCC(=O)N4)c(=O)c2=O)c1	0.0	-3.7	9.3	-1.1
O=C(NCc1ccccc1Cl)C1CCC(Cn2c(SCc3cccc(F)c3)nc3ccccc3c2=O)CC1 (stereo not given)	0.5	-8.2	-3.3	0.3
S=C(Nc1ccc(Oc2ccccc2)cc1)N(Cc1cccnc1)Cc1ccccc1Cl	-0.1	2.1	1.1	1.9
NC1=NC(c2cccc(Br)c2)n2c(nc3ccccc32)N1 (stereo not given)	0.0	13.8	1.9	1.0
COc1ccc2c(c1)OC(C)CN(CC(=O)N1CCN(Cc3cccc(F)c3)CC1)C2 (stereo not given)	-0.1	0.2	6.6	-0.9
Cc1cc(-c2nnc(NC(=O)c3ccc(Cc4ccccc4)cc3)o2)nn1C	0.0	-12.5	-0.9	0.0
COc1ccc(Cn2c(=S)[nH]c3ccc(Br)cc3c2=O)cc1	0.0	-6.8	-3.7	-1.6
COc1ccccc1C(=O)Oc1ccc2c(=O)c(Oc3ccccc3Br)coc2c1	-0.3	-0.5	-1.9	0.3
Cc1cccc(N2CCN(C(=O)c3ccc4c(c3)NC(=O)C(CSCc3ccccc3C)N4)CC2C)c1 (stereo not given)	0.0	-0.1	2.3	-0.8
Cc1cccc(C)c1OCC(=O)N/N=C/c1ccc(O)c(I)c1	0.1	4.0	30.5	0.8
Cn1c(O)c(C2c3ccccc3Oc3c2c(=O)n(C)c(=O)n3C)c(=O)n(C)c1=O (stereo not given)	0.0	5.2	16.3	0.6
C[C@H]1Cc2c(-c3ccccc3)nc3c(c2CO1)CN(S(=O)(=O)c1ccc(Cl)c2nonc12)CC3	0.1	-0.7	nt	-0.8
Cc1oc(-c2ccccc2Cl)nc1CS(=O)(=O)CC(=O)N1CCOCC1	0.0	7.1	5.6	-2.7
CC1=C(C(=O)Nc2ccc(C(=O)NC(C)CCc3ccccc3)cc2)SCCO1 (stereo not given)	0.0	-0.4	4.4	2.5
Cc1ccc(CN2C(=O)NC(Cc3c[nH]c4ccccc34)C2=O)cc1 (stereo not given)	0.3	13.6	10.9	-2.0
O=C(Nc1cccc([N+](=O)[O-])c1)C1CCN(C(=O)c2ccc(-c3ccccc3)cc2)CC1	0.0	12.7	3.9	-0.1
CC(C)(C)Nc1nc(NCc2cccnc2)nc(N2CCOCC2)n1	0.8	-0.2	-29.9	-1.6
COc1ccc([N+](=O)[O-])cc1-n1c(C)ccc1C	-0.1	-4.8	13.1	1.8
Cc1ccc(C(=O)/C=C/Nc2cccc(Cl)c2C)o1	-0.1	10.2	-13.4	-0.3
O=C(CSc1ccc(F)cc1)N1CC(c2nc3ccccc3[nH]2)C1	-0.4	60.4*	4.5	0.0
COCCNC(=O)c1cccc(OC)c1OC	-0.1	5.5	11.2	-0.2
COc1ccc(NCc2nc3ccccc3n2C)cc1	-0.1	8.1	19.4	-8.5
O=[N+]([O-])c1ccc(N2CCOCC2)cc1NCc1ccco1	-0.4	-9.4	-39.3	0.7
COC(=O)CCCCC(=O)N1CCOCCOCCN(C(=O)CCCCC(=O)OC)CCOCCOCC1	-0.1	2.1	-1.2	0.3
COC(C(=O)NC(c1ccc(F)c(F)c1)c1nccn1C)c1ccccc1 (stereo not given)	0.4	-7.6	4.8	-0.5
Cc1cccc(-c2nnc(NC(=O)c3ccc(Cl)cc3)o2)c1	-0.1	-1.7	1.3	1.1
COC(=O)C1C(=O)NC(SCC#N)=C(C#N)C1c1ccccc1Cl (stereo not given)	0.0	25.3	0.5	-0.6
Cc1csc2ncc(C(=O)NCC(C)(C)C)c(=O)n12	0.2	10.0	16.1	1.2
CC(C)Nc1nnc(SCC(=O)N(Cc2ccccc2)Cc2ccccc2)s1	-0.1	4.2	12.9	0.7
Cc1ccc(NC(=O)CN(C)S(=O)(=O)c2ccc3nc(-c4ccccc4)[nH]c3c2)c(C)c1	-0.1	15.3	5.8	-2.6
CCN(CC)S(=O)(=O)c1ccc(C)c(C(=O)Oc2cccc(-c3cnc4ccccc4n3)c2)c1	0.1	4.8	-2.5	0.1
COc1cc(C(=O)NCCNc2nc3ccc(C)cc3cc2C#N)cc(OC)c1OC	-0.1	-4.3	11.1	1.4
CCN(CC)c1nc(Nc2ccccc2)nc(Nc2nc3ccccc3n2C)n1	0.5	4.5	-2.5	-0.6
CSc1ccc(Cc2nnc(NC(=O)C34CC5CC(CC(C5)C3)C4)o2)cc1	0.1	52.4*	11.4	-0.6
CCOc1ccccc1C(=O)Nc1c2c(nn1C(C)(C)C)CS(=O)C2 (stereo not given)	0.1	7.2	1.1	1.8
COc1cccc(OCC(=O)Nc2cc(C(=O)O)cc(C(=O)O)c2)c1	0.0	6.2	6.6	-0.9
CNC(=O)c1ncsc1Nc1ccnc(Nc2ccc(N3CCOCC3)cc2)c1	-0.9	9.6	-6.3	4.7
COc1ccc(Nc2nc(NC3CCCC3)nc3c2cnn3C)cc1	-0.1	15.8	4.2	0.6
COC(=O)/C(C#N)=C/c1c(Oc2ccc(C(C)(C)C)cc2)nc2c(C)cccn2c1=O	0.1	14.6	4.2	0.1
COCCn1c(=NC(=O)c2ccc(OC)cc2)sc2cc(S(C)(=O)=O)ccc21	-0.1	-0.2	-5.4	-2.1
CCOC(=O)c1sc2nc(SCc3ccc(OC(F)(F)F)cc3)n(Cc3ccccc3)c(=O)c2c1C	0.1	-5.5	-0.9	0.9
COc1ccc2[nH]c(C)c(CCNC(=O)c3ccc(C)c([N+](=O)[O-])c3)c2c1	-0.1	12.8	12.0	-0.7
COc1ccc(CC2(CO)CCN(S(=O)(=O)c3sccc3C)CC2)cc1	-0.1	-1.2	2.0	0.9

Source: PubChem (The Scripps Research Institute Molecular Screening Center)
